# High-throughput results (PubChem BioAssay)
# Akt phos inh: blocks phosphorylation of Akt. activity change, % for hits at 50 µM. Neuro2A IGF-stimulated pAkt S473 HTRF, 20 min; hits give low values. hit rate 0.32% among 360,000; in the data active = activity change below about -80%; inconclusive = mostly about -51% to -80%; note: % is set by controls: 0 for no effect and ±100 for the full control effect
#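 Neuro2A cells (4,500/well, DMEM with 0.5% FBS) were treated with compound at a single 50 µM final concentration, stimulated with 6 nM IGF for 20 min at 37 °C, and lysed. Phospho-Akt Ser473 was read by HTRF as 665/615 ratio ×10^4.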
# Mm-Cpn inhibitor: M. maripaludis TRiC chaperonin inhibition. purified Mm-Cpn ATPase, ADP Transcreener TR-FRET. Potency, µM (titrated, usually from 76.9 µM), for the others: top-dose activity, negative = inhibition, actives largely listed as inhibitors. hit rate 0.031% among 330,000. AID 504842; note: potency is the fitted concentration of half-maximal effect; % is set by controls: 0 for no effect and ±100 for the full control effect; nearly all actives have a fitted effect of over 80% in size
#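 Compound-treated chaperonin, 25 nM final, turns over 10 uM ATP at 37°C for 30 min following a 10 min preincubation; ADP generated competes with ADP-d2 for Eu-cryptate antibody, lowering FRET.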
# Nrf2 ARE act: activators of Nrf2 (ARE) signaling | AREc32 ARE-luciferase reporter (MCF7-derived line), luminescence, 24 h | Potency, µM (titrated, usually from 46.1 µM), for inactives: at the highest dose activation, most hits filed as activators | hit rate 0.31% among 410,000; note: potency is the fitted concentration of half-maximal effect; % of control where 0% means no effect; nearly all actives have a fitted effect of over 65% in size
#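 Each well held 1000 AREc32 cells, which were incubated with compound for 24 hr at 37 deg C after overnight attachment, and ARE reporter activity was quantified by firefly luciferase luminescence.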
# Nrf2 block: blocks Nrf2 signaling | A549 ARE-Fluc reporter, luciferase luminescence, 18-24 h | hit rate 2.1% among 360,000 | Potency, µM (titrated, usually from 46 µM), without a hit: top-dose activity change, negative = inhibition, actives largely listed as inhibitors | AID 504444; note: potency is the fitted concentration of half-maximal effect; % is set by controls: 0 for no effect and ±100 for the full control effect; nearly all actives have a fitted effect of over 60% in size
#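 Nrf2 activity is the BugLite luminescence, read 15 min after reagent at room temperature, following CellTiter-Fluor cytotoxicity readout (30 min, 37C). Compound titrations were applied for 18-24 h to 5000 A549 ARE_Fluc cells/well in 5% FBS OPTI-MEM.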
# CCT chaperon mod: modulators of cytosolic chaperonin (CCT/TRiC) activity | AID 651819 | hit rate 0.3% among 360,000 | purified chaperonin ATPase assay, HTRF ADP detection, 30 min | activity change, % (test concentration not listed), hits read low; in the data active = activity change below about -30%; note: % is set by controls: 0 for no effect and ±100 for the full control effect
#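 TRiC (40 or 20 nM final, by batch activity) in 30 mM Tris pH 7.4, 100 mM KCl, 5 mM MgCl2, 1 mM DTT was treated with compound at 76 uM single dose, then 10 uM ATP, 30 min at 37 °C. ADP was read by HTRF Transcreener.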
# EPAC2 antagonist: blocks human EPAC2 exchange factor | Potency, µM (top dose mostly 114 µM), inactives show at the highest dose activity, negative = inhibition, actives largely listed as inhibitors | hit rate 0.18% among 360,000 | Q8WZA2 | EPAC2 GEF exchange of Rap1B-BODIPY-GDP, fluorescence; note: potency is the fitted concentration of half-maximal effect; % is set by controls: 0 for no effect and ±100 for the full control effect; nearly all actives have a fitted effect of over 45% in size; many of its hits are not listed in these tables
# Target sequence (Q8WZA2 whole entry, looked up): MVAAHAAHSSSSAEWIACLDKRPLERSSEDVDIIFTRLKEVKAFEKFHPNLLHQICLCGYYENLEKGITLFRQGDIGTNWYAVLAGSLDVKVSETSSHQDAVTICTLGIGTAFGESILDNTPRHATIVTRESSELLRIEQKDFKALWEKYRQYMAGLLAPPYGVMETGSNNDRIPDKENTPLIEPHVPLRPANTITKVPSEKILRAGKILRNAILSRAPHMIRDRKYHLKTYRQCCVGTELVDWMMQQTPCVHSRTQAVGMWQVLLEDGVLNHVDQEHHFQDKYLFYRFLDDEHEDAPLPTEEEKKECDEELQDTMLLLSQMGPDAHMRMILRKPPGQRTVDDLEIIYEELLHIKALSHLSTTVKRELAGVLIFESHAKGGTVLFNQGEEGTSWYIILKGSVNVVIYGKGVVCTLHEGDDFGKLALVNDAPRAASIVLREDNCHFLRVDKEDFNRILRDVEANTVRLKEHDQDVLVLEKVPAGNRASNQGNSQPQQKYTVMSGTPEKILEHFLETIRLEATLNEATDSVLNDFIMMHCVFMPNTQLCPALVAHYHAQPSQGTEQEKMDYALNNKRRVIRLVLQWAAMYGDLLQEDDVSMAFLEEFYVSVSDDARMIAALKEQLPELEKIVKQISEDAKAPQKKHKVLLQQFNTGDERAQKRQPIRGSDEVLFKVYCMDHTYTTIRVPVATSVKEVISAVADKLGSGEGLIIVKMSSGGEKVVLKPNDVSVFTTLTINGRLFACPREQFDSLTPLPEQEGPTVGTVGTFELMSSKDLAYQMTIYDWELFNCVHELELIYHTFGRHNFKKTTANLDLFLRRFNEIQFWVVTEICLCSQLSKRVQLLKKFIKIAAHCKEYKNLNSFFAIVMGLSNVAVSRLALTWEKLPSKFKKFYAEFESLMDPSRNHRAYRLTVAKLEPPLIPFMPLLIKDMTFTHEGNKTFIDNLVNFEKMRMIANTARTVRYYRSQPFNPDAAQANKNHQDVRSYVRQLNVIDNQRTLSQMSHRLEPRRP
# EPAC2 agonist: EPAC2 (human) agonism; Q8WZA2; EPAC2 activation, biochemical qHTS; response scale: 100% = 6.5 mM cAMP response; Potency, µM (titrated, usually from 154 µM), for the others: at the top dose activation, usual class: activators; hit rate 0.079% among 360,000; AID 720711; note: potency is the fitted concentration of half-maximal effect; nearly all actives have a fitted effect of over 50% in size
#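 Nucleotide exchange monitored as fluorescence drop when BODIPY-GDP leaves Rap1B. Reaction: 100 nM EPAC2, 250 nM RAP1B-BODIPY-GDP, 50 uM GDP, room temperature, kinetic read over 30 min. Activity expressed relative to 6.5 mM cAMP.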
# TGFb inhibitor: TGF-b pathway inhibition | hit rate 1.2% among 410,000 | HepG2 CAGA-GFP TGF-b/SMAD3 reporter, GFP fluorescence, 18 h; TGF-beta stimulated, 500 pg/mL final | Potency, µM (highest dose often 46.1 µM), without a hit: top-dose activity, negative = inhibition, usual class: inhibitors; note: potency is the fitted concentration of half-maximal effect; % is set by controls: 0 for no effect and ±100 for the full control effect; nearly all actives have a fitted effect of over 65% in size
#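 Cell-based qHTS in HEPG2 carrying a CAGA-GFP Smad reporter; compounds added before 500 pg/mL final TGF-beta, 18 h incubation at 37 degrees C, GFP fluorescence quantified per cell by imaging cytometry.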
# A549 viability: kills or reduces viability of A549 cells in Nrf2 counter-screen | A549 ARE-Fluc cells, CellTiter-Fluor viability, 18-24 h | Potency, µM (doses to about 46 µM), inactives show at the top dose activity change, negative = cytotoxicity, actives largely listed as inhibitors | hit rate 0.16% among 390,000 | AID 504648; note: potency is the fitted concentration of half-maximal effect; % is set by controls: 0 for no effect and ±100 for the full control effect
#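 Cytotoxicity counterscreen: CellTiter-Fluor fluorescence was measured in A549 ARE_Fluc cells after 18-24 h of compound exposure in a concentration series. The subsequent BugLite luminescent read reports ARE-luciferase activity.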
# * marks the source's active call; other numbers are inactive results; i = inactive; u = inconclusive; x = not tested or not shown; [ ] = remark or other dose. Unless noted, calls come from the whole dose curve; as a rule, active = well fitted curve in the direction sought with a large enough effect; inconclusive = small, poorly fitted or top-dose-only effect, or another doubt; inactive = no such curve, though single readings can be large; an effect the other way counts as inactive or inconclusive.
# Values run as follows: Akt phos inh, Mm-Cpn inhibitor, Nrf2 ARE act, Nrf2 block, CCT chaperon mod, EPAC2 antagonist, EPAC2 agonist, TGFb inhibitor, A549 viability
Cc1[nH]n(-c2ccc(Cl)cc2)c(=O)c1C=NC12CN3CN(CN(C3)C1)C2
  i, -1%, 1.7%, -3%, -4.3, 8%, -1%, -19%, -6%
COc1ccccc1N1C(N)=NC(N)=NC12CCCCC2
  i, 2%, -0.1%, 3%, 2.1, -4%, 0%, -1%, -3%
O=C(Nc1ccc2c(c1)nc1n2CCCCC1)c1cc(S(=O)(=O)N2CCOCC2)ccc1Cl
  i, 1%, 3.0%, u, -7.0, -9%, 2%, 4%, -5%
CCN(CC)S(=O)(=O)c1ccc(OC)c(NC(=O)CCc2c(C)noc2C)c1
  i, 1%, -0.1%, -3%, 0.8, -4%, 3%, -5%, 9%
CCOC(=O)c1ccc(NC(=O)c2ccnn2C)cc1
  i, x, 5.2%, u, -0.4, -7%, 5%, 6%, 3%
CC1=C(C(=O)OCc2ccc3c(c2)OCO3)C(c2ccc(Cl)cc2)NC(=O)N1 (stereo not given)
  i, 2%, -0.3%, 7.3µM*, -1.4, 13%, 5%, u, u
CCCNC(=O)c1onc(CSc2ccccc2)c1C(=O)NCCC
  i, 1%, -0.2%, -10%, -1.5, 6%, 10%, 16%, -5%
CC1(C(=O)NC2CCCC2)CCC(=O)N1Cc1ccc2c(c1)OCO2 (stereo not given)
  i, 1%, -0.7%, -1%, -1.7, -1%, 13%, -29%, 5%
CCOc1ccc(S(=O)(=O)Nc2ccc(C(=O)NCC(c3ccco3)N3CCCCC3)cc2)cc1 (stereo not given)
  i, -2%, 4.1%, -8%, 0.2, -2%, 1%, 0%, -22%
O=C(Cn1c(=O)oc2ccccc21)N1CCN(c2ccc(N3CCOCC3)nn2)CC1
  i, -1%, 0.5%, -4%, -1.0, 4%, 10%, 1%, 0%
O=C(CNC(=O)c1ccco1)NNC(=O)c1ccc(Br)cc1
  i, -1%, -0.8%, 15%, 1.4, 0%, -4%, 2%, 4%
Brc1ccccc1OCCOCCOc1cccc2cccnc12
  i, -1%, 0.4%, x, -0.9, -2%, 16%, -21%, 10%
Cc1cc(Cl)ccc1C(=O)C1CCCN(C(=O)c2ccoc2)C1 (stereo not given)
  i, 1%, 2.9%, 6%, 0.7, -11%, 0%, -21%, -2%
COc1ccc(C(=O)c2oc3ccccc3c2NC(=O)COc2cccc(C)c2C)cc1
  x, x, -1.4%, 11%, x, x, x, 20%, -2%
CCOC(=O)c1ccc(NC(=O)CCS(=O)(=O)c2ccc3c(c2)oc(=O)n3C)cc1
  x, x, 4.4%, 12%, x, x, x, 9%, -3%

# Random excerpt: 2 entries already listed
# Values run as follows: Akt phos inh, Mm-Cpn inhibitor, Nrf2 ARE act, Nrf2 block, CCT chaperon mod, EPAC2 antagonist, EPAC2 agonist, TGFb inhibitor, A549 viability
CCCNC(=O)c1onc(CSc2ccccc2)c1C(=O)NCCC
  i, 1%, -0.2%, -10%, -1.5, 6%, 10%, 16%, -5%
CC1=C(C(=O)OCc2ccc3c(c2)OCO3)C(c2ccc(Cl)cc2)NC(=O)N1 (stereo not given)
  i, 2%, -0.3%, 7.3µM*, -1.4, 13%, 5%, u, u

# New compounds follow.
# Values run as follows: Akt phos inh, Mm-Cpn inhibitor, Nrf2 ARE act, Nrf2 block, CCT chaperon mod, EPAC2 antagonist, EPAC2 agonist, TGFb inhibitor, A549 viability
O=C(NC1c2ccccc2-c2ccccc21)N1CCCCC1
  i, -2%, -0.5%, 6%, 0.2, -29%, 6%, u, 11%
S=c1nccc(-c2ccc(Cl)cc2)[nH]1
  i, -1%, 2.4%, 1%, 2.9, -11%, 2%, -2%, 1%
CC(=O)N1CCN(Cc2nc3cc(NC(=O)NC4CCCCC4)ccc3n2C)CC1
  i, 1%, -0.3%, 14%, -7.4, -2%, 8%, -2%, -4%
C[C@@H]1CN([C@H](C)CO)C(=O)CCCn2nncc2CO[C@H]1CN(C)Cc1ccc(Cl)c(Cl)c1
  i, x, -0.8%, x, -0.7, -7%, -1%, u, x
COc1ccc(/C=C2/SC(=S)N(CCCC(=O)Nc3cccc(O)c3)C2=O)cc1
  i, -3%, 23%, u, -1.2, -1%, 20%, u, 4%
COc1ccc2oc(C(=O)OCc3nnc(-c4ccccc4)o3)c(C)c2c1
  i, -2%, 2.6%, 18%, -2.9, -7%, 17%, 3%, 1%
CC(C)Sc1nc2ccccc2n1CC(=O)O
  i, 2%, 2.6%, 0%, 0.2, 2%, 3%, -1%, 2%
c1ccc(CNc2ncnc3c2cnn3-c2ccccc2)cc1
  i, -3%, 0.2%, -9%, -3.9, -1%[57.1 µM], -14%, 15%, -23%
C=C(C)COc1ccc2c(C)c(C)c(=O)oc2c1OCC(=C)C
  i, 2%, -0.7%, u, -5.4, 5%, -4%, u, -23%
Cc1ccnc(NC(=O)CCC(=O)N(CC(=O)NC2CCCCC2)C2CCCC2)c1
  i, 1%, -0.6%, -26%, 0.4, 1%, -2%, -18%, 0%
Nc1nc(CSc2nc3ccccc3s2)nc(N2CCCCC2)n1
  i, -1%, 3.3%, -29%, -5.6, 0%, -12%, 0%, 2%
CCOc1ccc(N2C(=O)CC(NCCNc3ccc([N+](=O)[O-])cn3)C2=O)cc1 (stereo not given)
  i, -2%, 0.1%, -5%, -1.9, -4%, 3%, -1%, -5%
COc1ccc(C(=O)Nc2ccc(-c3nnc4n3CCCCC4)cc2)cc1OC
  x, x, 0.0%, -24%, x, x, x, u, 1%
CC(C)(C)c1ccc(C2Sc3ccccc3NC3=C2C(=O)c2ccccc23)cc1 (stereo not given)
  x, x, -1.1%, 18µM*, x, x, x, u, u
Cc1ccc2[nH]c(CNC(=O)c3ccc(F)cc3)cc2c1
  i, -17%, 4.0%, 0%, 0.5, 1%, -3%, 17%, 1%

SMILES | Akt phos inh | Mm-Cpn inhibitor | Nrf2 ARE act | Nrf2 block | CCT chaperon mod | EPAC2 antagonist | EPAC2 agonist | TGFb inhibitor | A549 viability
CC1(C)C2(C#N)C(=O)NC(=O)C12C#N (stereo not given) | i | x | -0.8% | -6% | -0.8 | 2% | 3% | 14% | -2%
Cc1cc(C)n2nc(S(=O)(=O)NC(C)(C)C)nc2n1 | i | 2% | 0.3% | -21% | 1.2 | 5% | 4% | 31%[activator] | -4%
Cc1cc2cc(CN(Cc3cccs3)C(=S)NCC3CCCO3)c(=O)[nH]c2cc1C (stereo not given) | i | 2% | -0.3% | u | -0.4 | 2% | 4% | u | -12%
O=C(C(NS(=O)(=O)c1cccc2nsnc12)c1ccccc1)N1CCN(c2ccccc2)CC1 (stereo not given) | i | -12% | 0.2% | -27% | -0.6 | 20% | 13% | -2% | -1%
COc1ccc(S(=O)(=O)N(CC(=O)NCCCN(C)C)c2ccc(C)cc2)cc1OC | i | 1% | -1.0% | -1% | -0.7 | -1% | 7% | 0% | 1%
C=CCNC(=O)C1CC(=O)N(c2ccc(OCc3ccc(F)cc3)cc2)C1 (stereo not given) | i | 0% | 13% | u | -0.3 | 6% | 8% | -26% | 0%
CCn1c2ccccc2c2nnc(SCC(=O)O)nc21 | x | x | 2.0% | 8% | x | x | x | -6% | -1%
CC(C)c1ccc2c(c1)C(=O)NC(C)(C)C2 | i | 0% | -0.3% | 11% | 0.0 | -12% | 5% | -2% | -3%
OC1(C(F)(F)F)CC(c2ccc3ccccc3c2)=NO1 (stereo not given) | i | -2% | 2.9% | u | 0.7 | -26% | 8% | -23% | 1%
Cc1cc(NC(=O)CSc2cn(C)c3ccccc23)no1 | i | 1% | 0.3% | 0% | -0.8 | -6% | 7% | -6% | 9%
C#CCOCCOCCOCCNc1nc(N2CCN(C(=O)[C@H]([C@@H](C)CC)n3cc([C@@H](N)CC(C)C)nn3)CC2)nc(N2CCN(C(=O)[C@H](Cc3cc4ccccc4[nH]3)n3cc([C@@H](N)Cc4ccc(O)cc4)nn3)CC2)n1 | i | x | 5.8% | 3% | -1.3 | -21% | 0% | -7% | -5%
CCS(=O)(=O)c1nc(S(=O)(=O)c2ccc(C)cc2)c(NC(C)c2ccccc2)s1 (stereo not given) | x | x | 3.3% | -9% | x | x | x | -24% | 5%
COc1ccc(-c2cc3nc(C4CCN(C(=O)OC(C)(C)C)CC4)c(C(=O)O)cn3n2)cc1 | i | 0% | 0.2% | u | -2.0 | -4% | -9% | 16% | 0%
CC1(C)C(CSc2nc3ccccc3[nH]2)C1(Cl)Cl (stereo not given) | i | -2% | 3.3% | u | 0.6 | u | 8% | u | u
COc1ccccc1NC(=O)COc1ccc(/C=N/NC(=O)c2cccnc2)cc1 | i | -11% | 0.5% | u | -3.8 | 8% | 2% | 13% | 5%
O=C(Cn1cccn1)N1CCCC(N2CCN(c3ccccc3F)CC2)C1 (stereo not given) | i | 2% | -0.5% | 3% | 0.2 | 8% | 9% | 2% | -3%
CC(=O)Nc1cccc(NC(=O)COc2nncc3ccccc23)c1 | i | 0% | -0.1% | -12% | -2.2 | -1% | 5% | -1% | -8%
O=S(=O)(NCCN1CCOCC1)c1ccc(Cl)s1 | i | 0% | 0.0% | -6% | 0.0 | -3% | 0% | 15% | 0%

# Some of the compounds tested. The share of hits here may be higher or lower than overall.
